M. tuberculosis: growth inhibition of non-replicating M. tuberculosis (AID 488890); Mycobacterium tuberculosis non-replicating, growth inhibition; higher % means a stronger effect; one-dose inhibition, % at 25 µM; IC50 in µM for titrated hits; 0.39% of 320,000 active; in the data active = a potency from the dose series; inconclusive = inhibition mostly from about 82% at the one dose, without a potency; inactive = the rest, 99 in 100 with inhibition below about 76%;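 note: plate controls were DMSO cells for no effect and high antibiotic wells for full effect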
M. tuberculosis HTS: M. tuberculosis growth inhibition, HTS (AID 449762); M. tuberculosis H37Rv growth inhibition, 7H9 media; higher % means a stronger effect; one-dose inhibition, % at 25 µM; IC50 in µM for titrated hits; 0.59% of 330,000 active; in the data active = a potency from the dose series; inconclusive = inhibition above about 70% without an active follow-up result;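 note: bacterial growth assessed after seven days of incubation; strong numbers were not always called active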
PhoP GFP inhibition: PhoP regulon inhibitors, Salmonella typhi PhoP promoter GFP reporter, confirmatory (AID 1850) | Salmonella Typhi PhoP-promoter GFP reporter, fluorescence, 4 h; higher % means a stronger effect | 0.33% of 310,000 active | inhibition, % at 50 µM; hits with a dose series show IC50 in µM; in the data active = a potency from the dose series; inconclusive = inhibition mostly from about 25% at the one dose, without a potency; inactive = the rest, 99 in 100 with inhibition below about 19%;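 note: 0% = induced wells with vehicle and 100% = uninduced wells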
VEEV TC-83 Vero: inhibitors of VEEV TC-83 cytopathic effect, confirmation, Vero cells (AID 588727). inhibition, % at 20 µM, or IC50 in µM where a hit was titrated. 0.13% of 350,000 active. Vero cells, VEEV TC-83 cytopathic effect inhibition; higher % means a stronger effect; in the data active = a potency from the dose series; inconclusive = inhibition mostly from about 14% at the one dose, without a potency; inactive = the rest, 99 in 100 with inhibition below about 12%; note: strong numbers were not always called active
influenza NS1A: H1N1 influenza NS1A inhibitors, functional cell based assay (AID 504329); NS1A functional cell-based assay, percent inhibition; higher % means a stronger effect; one-dose inhibition, % at 12.5 µM; IC50 in µM for titrated hits; 0.3% of 340,000 active; in the data active = a potency from the dose series; inconclusive = inhibition above about 27% without an active follow-up result; note: strong numbers were not always called active
VEEV TC-83 Vero 10K pilot screen: recorded beside VEEV TC-83 Vero, whose call it bears; inhibition, %; measured here: 10K pilot screen inhibition
Starred values were filed as active, the others as inactive; i = inactive; ? = inconclusive; · = no result given. Rows are unselected; about 1.5% have a hit in one of these screens.

SMILES	M. tuberculosis	M. tuberculosis HTS	PhoP GFP inhibition	VEEV TC-83 Vero	influenza NS1A	others
CCOC(=O)C(CC(=O)Nc1nc(C(C)=O)c(C)s1)C(C)c1ccccc1 (centres undefined)	17%	-1%	1%	2.6%	-6%
O=C(NCC(=O)N1CCCC(C(F)(F)F)C1)c1ccco1 (centres undefined)	-10%	-11%	·	1.4%	-5%
O=C(O)c1ccccc1SCc1csc(-c2ccccc2)n1	3%	1%	1%	2.2%	-4%
Cc1cccc(-n2ccc(=O)c(C(=O)O)n2)c1	-17%	-8%	1%	0.4%	-2%
O=C(NCc1cccc2ccccc12)c1cccs1	39%	3%	·	0.1%	-29%
Cc1ccc(NC(=O)Cn2nnc3ccccc3c2=O)cc1C	6%	3%	2%	0.9%	-8%
CC(=O)N1CCCN(Cc2cn(-c3ccc(C)cc3)nc2-c2cccc(C)c2)CC1	31%	29%	-2%	i	-6%
COc1ccsc1C(=O)Nc1ccc(F)cc1F	-10%	5%	0%	1.1%	1%
O=C1CCCC/C1=C/NCc1ccccc1	-2%	1%	-2%	5.4%	-16%
COC(=O)c1ccc(OC)c(CSc2nnc(COc3ccccc3)o2)c1	14%	-7%	-3%	2.6%	1%
CCN1CCN(C(=O)COc2ccc(S(=O)(=O)N3CCOCC3)cc2C)CC1	5%	5%	-5%	0.9%	5%
CCOc1ncccc1C(=O)OCCN1C(=O)c2ccccc2C1=O	-4%	6%	7%	0.1%	-5%
CC(C)(C)C1CCC(C(=O)OCC(=O)c2ccc[nH]2)CC1 (centres undefined)	68%	3%	1%	i	2%
Cc1ccc(CNC(=O)C(NS(=O)(=O)c2cccc3nsnc23)c2ccccc2)cc1 (centres undefined)	3%	2%	-9%	1.3%	4%	VEEV TC-83 Vero 10K pilot screen=1.6
Cn1c(=O)c2c(nc(SCc3nn[nH]n3)n2Cc2ccccc2F)n(C)c1=O	·	·	·	0.7%	-4%
CC(=O)Nc1ccc(N/C=C(\C#N)S(=O)(=O)c2ccc(Cl)cc2)cc1	-11%	4%	2%	0.2%	-16%
CCNC(=O)c1cc2c(=O)n3cccc(C)c3nc2n(CCc2ccccc2)c1=N	32%	14%	1%	1.8%	-2%
C[C@H](NC(=O)OCc1ccccc1)c1nnc([C@H](C)NC(=O)OCc2ccccc2)o1	·	5%	-3%	0.4%	-4%
O=C(O)Cc1sc(Nc2cccc3ccccc23)nc1-c1ccccc1	55%	5%	·	8.0%	1%
CCOC(=O)N1CCC(NC(=O)c2ccccc2C(=O)O)CC1	4%	3%	3%	2.6%	4%

Next part, starting with the last 6 of the part before.
SMILES	M. tuberculosis	M. tuberculosis HTS	PhoP GFP inhibition	VEEV TC-83 Vero	influenza NS1A	others
Cn1c(=O)c2c(nc(SCc3nn[nH]n3)n2Cc2ccccc2F)n(C)c1=O	·	·	·	0.7%	-4%
CC(=O)Nc1ccc(N/C=C(\C#N)S(=O)(=O)c2ccc(Cl)cc2)cc1	-11%	4%	2%	0.2%	-16%
CCNC(=O)c1cc2c(=O)n3cccc(C)c3nc2n(CCc2ccccc2)c1=N	32%	14%	1%	1.8%	-2%
C[C@H](NC(=O)OCc1ccccc1)c1nnc([C@H](C)NC(=O)OCc2ccccc2)o1	·	5%	-3%	0.4%	-4%
O=C(O)Cc1sc(Nc2cccc3ccccc23)nc1-c1ccccc1	55%	5%	·	8.0%	1%
CCOC(=O)N1CCC(NC(=O)c2ccccc2C(=O)O)CC1	4%	3%	3%	2.6%	4%
CC(C)COC(=O)COc1cc(Cl)c(Cl)cc1Cl	?	?	·	·	·
CCc1cc(S(N)(=O)=O)cc(CC)c1NC(C)=O	2%	0%	0%	0.7%	-13%
C/C(=N/NC(=O)CC1N=C(Cc2ccccc2)NNC1=O)c1cccnc1 (centres undefined)	1%	2%	2%	2.3%	-7%
O=C(Nc1ccc(S(=O)(=O)N2CCOCC2)cc1)c1ccc2c(c1)S(=O)(=O)c1ccccc1C2=O	0%	6%	-12%	1.6%	-5%
CCN(CC1CCCN(CCc2cccc(F)c2)C1)C(=O)c1cc(C)oc1C (centres undefined)	37%	3%	-2%	i	9%
COC(=O)c1cc(S(=O)(=O)N2CCN(c3cccc(Cl)c3)CC2)c[nH]1	9%	0%	9%	0.0%	0%	VEEV TC-83 Vero 10K pilot screen=0.0
COc1ccc(NC(=O)N(C)C[C@H]2Oc3ccc(NC(=O)CCN4CCOCC4)cc3C(=O)N([C@@H](C)CO)C[C@H]2C)cc1	7%	-3%	·	0.4%	-4%
O=C(O)C1CC=CCC1C(=O)NCc1cn2ccccc2n1 (centres undefined)	-4%	-3%	2%	0.3%	25%
CN(Cc1ccccc1)C(=O)c1cccc(NC(=O)Cc2ccc(NC(=O)C3CCN(C(=O)CCc4ccccc4)CC3)cc2)c1	·	·	·	7.2%	-13%
CC(=O)c1c(C)[nH]c(C(=O)COC(=O)c2ccc(C)s2)c1C	4%	-6%	·	1.0%	-1%

Sorted by number of heavy atoms (smallest number first): some entries from above
SMILES	M. tuberculosis	M. tuberculosis HTS	PhoP GFP inhibition	VEEV TC-83 Vero	influenza NS1A	others
CC(C)COC(=O)COc1cc(Cl)c(Cl)cc1Cl	?	?	·	·	·
O=C(O)C1CC=CCC1C(=O)NCc1cn2ccccc2n1 (centres undefined)	-4%	-3%	2%	0.3%	25%
COC(=O)c1cc(S(=O)(=O)N2CCN(c3cccc(Cl)c3)CC2)c[nH]1	9%	0%	9%	0.0%	0%	VEEV TC-83 Vero 10K pilot screen=0.0
CCN(CC1CCCN(CCc2cccc(F)c2)C1)C(=O)c1cc(C)oc1C (centres undefined)	37%	3%	-2%	i	9%
O=C(Nc1ccc(S(=O)(=O)N2CCOCC2)cc1)c1ccc2c(c1)S(=O)(=O)c1ccccc1C2=O	0%	6%	-12%	1.6%	-5%
COc1ccc(NC(=O)N(C)C[C@H]2Oc3ccc(NC(=O)CCN4CCOCC4)cc3C(=O)N([C@@H](C)CO)C[C@H]2C)cc1	7%	-3%	·	0.4%	-4%
CN(Cc1ccccc1)C(=O)c1cccc(NC(=O)Cc2ccc(NC(=O)C3CCN(C(=O)CCc4ccccc4)CC3)cc2)c1	·	·	·	7.2%	-13%

Later entries.
SMILES	M. tuberculosis	M. tuberculosis HTS	PhoP GFP inhibition	VEEV TC-83 Vero	influenza NS1A	others
COCCCNC(=O)CC1Oc2ccccc2NC1=O (centres undefined)	-3%	-7%	-11%	3.6%	-2%
CN(/N=C/c1ccc(N(C)C)cc1)C1=NS(=O)(=O)c2ccccc21	-1%	1%	-28%	1.5%	-5%
Cc1ccc(NC(=O)c2cnn(-c3ccccc3)c2NC(=O)c2ccco2)cc1C	-1%	-4%	1%	3.0%	-2%
Cc1ccc(S(=O)(=O)c2nnn(-c3cccc(F)c3)c2N)cc1	11%	-5%	0%	0.3%	-2%
COC(=O)c1ccc(Oc2cc(C)nc(NCc3ccccc3)n2)cc1	3%	-3%	-8%	4.5%	3%	VEEV TC-83 Vero 10K pilot screen=0.6
CC(=O)C[C@@H](O)CC(=O)[C@@H]1OC(=O)[C@@H](C)CCCCc2ccccc21	4%	6%	·	i	-25%
Cc1cccc(C)c1NC(=S)N/N=C1\CC2CC=CC12 (centres undefined)	4%	8%	4%	1.4%	-1%
CCCCN1CC(COCc2ccccc2)Oc2cccc(Oc3ccc(C)cc3)c2S1(=O)=O (centres undefined)	·	·	·	0.2%	-5%
CS/C(=N\S(=O)(=O)c1cccs1)Nc1ccc(F)cc1	-18%	-3%	5%	1.1%	0%
O=C(N/N=C/c1ccc(N2CCOCC2)o1)c1ccccc1[N+](=O)[O-]	-10%	-6%	4%	0.4%	3%
COc1cc(/C=C/C(=O)OCC(=O)NCC(=O)Nc2cccc(C)c2C)ccc1OC(F)F	6%	-1%	·	1.6%	-5%
CCn1nnnc1-c1ccc(OC)c(S(=O)(=O)Nc2ccc(S(N)(=O)=O)cc2)c1	-7%	-6%	-7%	1.3%	3%
O=C(COC(=O)c1cc(S(=O)(=O)N2CCCC2)ccc1O)Nc1ccc(SC(F)F)cc1	0%	2%	·	i	-17%
CC(C)n1c(C(=O)OCC(=O)NCc2ccc3c(c2)OCO3)cc2sccc21	19%	4%	13%	i	1%
COCCCNCCCCOc1c(Cl)cc(C)cc1Br	39%	-1%	1%	0.9%	7%
Cc1ccc(-n2c(=O)c3sccc3n(CC(=O)NCc3ccco3)c2=O)cc1	2%	-3%	-17%	3.9%	12%
CCc1noc(C)c1C(=O)OCC(=O)Nc1nc(-c2ccc(F)c(F)c2)cs1	-13%	3%	·	3.9%	-8%
CCN1C(=O)N[C@H](c2ccc(Br)cc2)C(C(=O)OC)=C1C	29%	0%	8%	0.5%	-2%	VEEV TC-83 Vero 10K pilot screen=1.2
CC(C(=O)N1CCN(Cc2ccc3c(c2)OCO3)CC1)n1cc([N+](=O)[O-])cn1 (centres undefined)	-2%	3%	6%	i	-25%
CC(=O)Nc1ccc(NC(=O)c2ccc3c(c2)CCN3S(C)(=O)=O)cc1	9%	3%	-15%	0.1%	-1%
CC1=NN(c2ccc(Cl)cc2)C(=O)C1C(c1ccccc1O)c1c(C)[nH]n(-c2ccc(Cl)cc2)c1=O (centres undefined)	22%	2%	-4%	i	-5%
CC1CN(C(=O)c2ccc(Br)c(S(=O)(=O)N3CCOCC3)c2)CC(C)O1 (centres undefined)	-8%	-5%	·	1.1%	-1%
O=C(NCc1ccco1)c1csc2c1CCCC2	54%	21%	3%	1.1%	·
CCCC(=O)Nc1ccc(C(=O)COC(=O)C2CC2)cc1	17%	10%	·	0.9%	-7%
C[C@H]1O[C@@H](O[C@H]2CC[C@@]3(C)C(CC[C@]4(C)C3C=C[C@]35OC[C@@]6(CCC(C)(C)C[C@H]63)[C@@H](O)C[C@]54C)[C@]2(C)CO)[C@H](O)[C@@H](O[C@@H]2O[C@H](CO)[C@@H](O)[C@H](O)[C@H]2O)[C@H]1O (some centres undefined)	39%	2%	·	1.6%	-3%	VEEV TC-83 Vero 10K pilot screen=3.1
COCC(C)N1CCC(Oc2cccc(C(=O)NCCc3ccccc3)c2)CC1 (centres undefined)	9%	5%	-3%	1.2%	-6%
C/C(=N/NC(=O)c1cc(-c2cccc([N+](=O)[O-])c2)n[nH]1)c1ccc(Cl)cc1	-4%	-3%	-3%	1.5%	5%
NC(N)=N/N=C/c1cc([N+](=O)[O-])ccc1O	4.3µM*	6%	-5%	0.6%	1%
COc1ccc(-c2nn3c(-c4ccc(F)cc4)nnc3s2)cc1	13%	18%	12%	5.5%	1%
CCCCc1ccc(NC(=O)CSc2nc(=O)n(CCN(CC)CC)c3c2CCC3)cc1	51%	0%	14%	?	-10%
COc1cccc(N/C(C)=C/C(=O)c2ccc(Br)cc2)c1	51%	3%	0%	2.0%	4%	VEEV TC-83 Vero 10K pilot screen=1.9
COc1ccc(C(C)(C)C)cc1NC(=O)C1=CC=CN2CCS(=O)(=O)N=C12	7%	-3%	·	i	-3%
CCc1[nH]nc(C(=O)NC2CCCc3c2cnn3-c2cc(C)cc(C)c2)c1C (centres undefined)	4%	-8%	0%	21%	-2%
COc1ccc(OCCC(=O)OCC(=O)c2ccc[nH]2)cc1	63%	?	0%	0.5%	-4%
COc1ccc(CN(C)CC2CCCN(CCc3ccc(F)cc3)C2)c(OC)c1OC (centres undefined)	-8%	-2%	18%	i	-9%
Cn1c(=O)c2c(nc(Oc3ccc(-c4ccccc4)cc3)n2C)n(C)c1=O	1%	2%	-10%	3.3%	11%
CN(C(=O)COC(=O)c1ccc2ccccc2n1)C1CCS(=O)(=O)C1 (centres undefined)	-17%	-3%	3%	1.3%	-1%

Screening data deposited in PubChem by Southern Research Specialized Biocontainment Screening Center.
